Screening results (PubChem)
KCNQ1 inh – inhibitors of human KCNQ1 channel, primary screen, cell-based, thallium flux, high-throughput | Potassium voltage-gated channel subfamily KQT member 1 (Homo sapiens), P51787 | CHO-K1 KCNQ1, FluxOR thallium flux fluorescence; stronger effect = higher value | B-score at 10 µM | 1.3% of 310,000 active | AID 2642, 2010;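 active = compounds whose thallium flux B-score, printed positive for inhibition, exceeds three library SD while starting fluorescence stays within three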;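 also: channel opened by potassium depolarization with thallium stimulus after 20 min compound exposure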
hERG rescue – hERG rescue from dofetilide block, primary screen, cell-based, CHO-hERG, FluxOR thallium flux, dofetilide IC70; Voltage-gated inwardly rectifying potassium channel KCNH2 (Homo sapiens), Q12809; dofetilide IC70 present; activation (rescue from dofetilide block), less the hit threshold, % at 10 µM; 0.51% of 310,000 active; AID 1511, 2009;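 active = activation above the mean of controls blocked by dofetilide plus 5 SD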;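 also: thallium influx through hERG after potassium depolarization seen as dye fluorescence rise; in these data hits start at about 4.7%; inactives centre near -7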
GSK3B inh – human GSK3beta kinase inhibitors, primary screen, biochemical, cell-free homogeneous, HTS | 0.038% of 300,000 active | Glycogen synthase kinase-3 beta (Homo sapiens), P49841 | activity score (negative = inhibition), % at 10 µM | GST-GSK3beta kinase, ADP-Glo luminescence, 60 min; stronger effect = lower value;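 active = more than half of replicate wells score below -50%, meaning over 50% inhibition versus plate controls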;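 also: 0% = median DMSO wells and -100% = median GW8510 positive control wells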
Target sequence (P49841 whole entry, looked up): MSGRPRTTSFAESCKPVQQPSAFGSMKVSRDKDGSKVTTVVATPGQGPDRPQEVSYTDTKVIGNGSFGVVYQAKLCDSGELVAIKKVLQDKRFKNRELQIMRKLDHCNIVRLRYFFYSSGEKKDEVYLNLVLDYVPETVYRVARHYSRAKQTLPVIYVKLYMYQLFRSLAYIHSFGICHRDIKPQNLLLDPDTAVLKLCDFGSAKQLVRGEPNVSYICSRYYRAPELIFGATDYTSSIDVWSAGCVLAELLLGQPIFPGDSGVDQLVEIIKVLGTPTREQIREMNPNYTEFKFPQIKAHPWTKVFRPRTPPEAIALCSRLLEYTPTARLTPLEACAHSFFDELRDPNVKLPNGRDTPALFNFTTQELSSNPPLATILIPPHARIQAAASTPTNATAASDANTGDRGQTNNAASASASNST
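Test system – GST-tagged human GSK3beta kinase, cell-free · Incubation – 60 min enzyme reaction, room temperature · Signal – ADP-Glo luminescence · Also added – peptide substrate and ATP at 25 µM · Controls – DMSO neutral wells and GW8510 at 20 µM as positive · Buffer or medium – Tris/MgCl2 kinase buffer · Measure – Luminescence-derived activity versus plate DMSO and GW8510 wells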
KCNQ1 pot – potentiators or activators of KCNQ1 channel, primary screen, cell-based, thallium flux, high-throughput; CHO-K1 KCNQ1, thallium flux FluxOR fluorescence; stronger effect = higher value; B-score at 10 µM; 0.35% of 310,000 active; AID 2648, 2010;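 active = fluorescence ratio B-score, a plate-corrected score, at least three library SD, with initial intensity B-score within 5 SD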
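assay system = KCNQ1-transfected CHO-K1 cells | medium = assay buffer with matched DMSO | probe or stimulus = depolarizing K+/Tl+ stimulus, K2SO4 and Tl2SO4 each 12.5 mM in 5x stock | dosing = single dose | incubation = dye 90 min, compound 20 min, room temperature | detection = kinetic FluxOR fluorescence, 10 s baseline plus 110 s post-stimulus | evaluation = ratio B score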
PolyA inh – polyadenylation inhibitors in yeast reporter cells, primary screen, luminescence, S. cerevisiae; S. cerevisiae SKY197-pL101 polyadenylation reporter, beta-gal luminescence; efflux-impaired pdr1/pdr3 knockout yeast; score 100 = 6 SD above DMSO; AID 1875, 2009; calls only at 12 µM; 0.02% of 300,000 active;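 active = lowest replicate activity score at least 50, where 100 means six control SD above control mean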;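 also: yeast exposed to compound for 9 h at 30 °C; higher score means more reporter readthrough which indicates perturbed polyadenylation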
RGS4 act – RGS4 potentiators or activators, primary screen, cell-based, HEK293 M3R inducible RGS4, calcium flux; B-score at 10 µM; 0.92% of 310,000 active; carbachol calcium flux Fluo4; stronger effect = lower value;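 active = B-score of the integrated calcium signal more than 4 SD below the library mean, with starting fluorescence not abnormally high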;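 also: negative B-score means reduced calcium response which marks RGS4 activation or potentiation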
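Test system: HEK293 cells with stable M3R and inducible RGS4; also added: carbachol at ECmax as muscarinic agonist stimulus; schedule: dye loading 30 min 37 °C, buffer rest 30 min RT; technique: kinetic calcium fluorescence imaging with Fluo4-AM dye, 2 µM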
KCNK3 block – human KCNK3 channel inhibitors, primary screen, CHO cells, FluxOR thallium flux, B-score; Potassium channel subfamily K member 3 (Homo sapiens), O14649; FluxOR fluorescence; stronger effect = lower value; B-score at 10 µM; 0.84% of 340,000 active;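 active = B-score under library mean minus 4 SD, starting fluorescence ratio at most library mean plus 5 SD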;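 also: more negative B-score means stronger inhibition of thallium flux through KCNK3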
Target sequence (O14649 whole entry, looked up): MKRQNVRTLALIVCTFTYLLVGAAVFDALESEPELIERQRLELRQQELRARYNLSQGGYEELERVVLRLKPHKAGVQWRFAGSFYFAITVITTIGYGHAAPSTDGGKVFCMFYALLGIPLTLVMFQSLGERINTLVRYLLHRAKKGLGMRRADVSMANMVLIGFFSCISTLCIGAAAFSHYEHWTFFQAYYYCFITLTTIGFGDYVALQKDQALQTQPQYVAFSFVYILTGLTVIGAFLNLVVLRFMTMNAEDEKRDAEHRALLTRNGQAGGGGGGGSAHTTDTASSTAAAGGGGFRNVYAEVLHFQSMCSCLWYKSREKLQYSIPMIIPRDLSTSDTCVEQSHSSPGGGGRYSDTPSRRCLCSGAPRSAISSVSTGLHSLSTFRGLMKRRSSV
HDAC3 inhib – HDAC3 deacetylase inhibitors, primary screen, biochemical, fluorescence, cell-free homogeneous | Histone deacetylase 3 (Homo sapiens), O15379 | recombinant HDAC3, fluorogenic peptide/trypsin coupled | inhibition, % at 8.3 µM | 0.15% of 320,000 active | AID 2718, 2010; in the data active = inhibition above about 26%, passing the limit was not always enough
GSK3 alpha inh – blockers of GSK3A enzyme activity – biochemical, luminescence, cell-free homogeneous, HTS, primary screen; GSK-3 alpha kinase, ADP-Glo luminescence, 60 min; inhibition, % at 10 µM; 0.1% of 320,000 active;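 in the data active = inhibition above about 50%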;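 also: GST-tagged GSK-3 alpha with peptide substrate and 25 µM ATP; 0% = DMSO neutral wells and 100% = GW8510 positive control wells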
KCNK9 block – KCNK9 potassium channel inhibitors, primary screen, HEK293 cells, thallium flux. B-score at 10 µM. 1.2% of 310,000 active. FluxOR thallium flux fluorescence; stronger effect = lower value;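 active = ratio B-score over 3 SD below the library mean, with starting fluorescence within 5 SD of its mean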;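 also: negative B-score means less thallium flux so channel inhibition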
DYRK1A inh – rat Dyrk1A kinase inhibitors, primary screen, biochemical, single point, plate reader. inhibition, % at 12.5 µM. ADP-Glo luminescence, NFATc1 peptide. Dual specificity tyrosine-phosphorylation-regulated kinase 1A (Rattus norvegicus), Q63470. AID 504441, 2011. 0.43% of 310,000 active; in the data active = inhibition above about 50%;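 also: plate controls were vehicle with enzyme for no effect and no enzyme for full effect; many of its hits are not listed in these tables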
Active calls of the source: *; i = inactive; / = not tested or not shown.

Values run as follows: KCNQ1 inh, hERG rescue, GSK3B inh, KCNQ1 pot, PolyA inh, RGS4 act, KCNK3 block, HDAC3 inhib, GSK3 alpha inh, KCNK9 block, DYRK1A inh
O=C(COc1ccc2c3c(c(=O)oc2c1)CCC3)c1ccc2c(c1)OCO2
→ i, -12, 3, i, i, i, i, 0, -2, i, -10
C#CCOC(=O)c1ccccc1C(=O)OCC#C
→ i, -9, 2, i, i, i, i, -3, -2, i, -8
O=C(c1ccc2ccccc2n1)N1CCN(c2ccccn2)CC1
→ i, -4, -2, i, i, i, i, 6, -1, i, -1
CCN(CC)S(=O)(=O)c1cccc(C(=O)N/N=C/c2cc(OC)c(O)c(OC)c2)c1
→ i, -15, 2, i, i, i, i, 5, 0, i, -4
O=C(CCOc1ccccc1)Nc1cccc([N+](=O)[O-])c1
→ i, -3, 2, i, i, i, i, -4, -2, i, 5
CC1CC2=C(C(=O)O1)C(c1ccc(Cl)cc1)Nc1ccccc1N2 (configuration not stated)
→ i, -5, 2, i, i, i, i, 9, -2, i, -5
Cn1c(=O)[nH]c(=O)c2c1nc(Br)n2CCC(=O)c1ccccc1
→ i, -10, -4, i, i, i, i, 1, -3, i, -7
CCOC(=O)C1(CC2CC2)CCN(Cc2ccc(OC)cc2F)CC1
→ i, -3, 0, i, i, i, i, -2, -1, i, 0
Cc1ccc(OCc2n[nH]c(=S)n2-c2ccc(Br)cc2)cc1
→ i, -7, -3, i, i, i, i, 15, -1, i, 0
C=CCn1c(C2CCCCC2)n[nH]c1=S
→ i, 0, 0, i, i, i, i, -3, -1, i, -6
O=C(Nc1ncccn1)c1cc(-c2ccc(F)cc2)nc2ccccc12
→ i, -23, -4, i, i, i, i, 6, -1, i, -2
CC(Sc1nncn1C)C(=O)Nc1ccc(Cl)cn1 (configuration not stated)
→ i, -10, -11, i, i, i, i, -1, 7, i, 11
O=C(NNC(=O)C1C2C=CC(C2)C1C(=O)O)c1ccccc1 (configuration not stated)
→ i, -4, 1, i, i, i, i, 5, -2, i, -8
Cc1nn(-c2ccccc2)c(C)c1-c1ccccc1O
→ i, -10, 1, i, i, i, i, -1, -1, i, 1
O=C(Cc1ccc(-n2c(=O)c3ccccc3n(CC(=O)Nc3ccc(F)cc3F)c2=O)cc1)NCc1ccco1
→ i, -12, 0, i, i, i, i, -9, -1, i, -6
COc1ccc(OCC(O)Cn2c(Nc3cccc(C)c3)nc3c2c(=O)n(C)c(=O)n3C)cc1 (configuration not stated)
→ i, -14, 0, i, i, i, i, /, /, i, -10
CN(C)/C=N/c1nc2nccc(-c3ccccn3)n2n1
→ i, -9, -3, i, i, i, i, -4, 1, i, -1
O=C(CSc1ncnc2c1oc1ccccc12)Nc1cccc(C(F)(F)F)c1
→ i, -5, -4, i, i, i, i, 3, 1, i, -1
Cc1ccc(S(=O)(=O)N/N=C/c2ccccc2O)cc1[N+](=O)[O-]
→ i, -7, 6, i, i, i, i, 1, -7, i, 0
Cc1ccc(NC(=O)CC2CS(=O)(=O)CC2CC(=O)Nc2ccc(C)c(C)c2)cc1C (configuration not stated)
→ i, -11, -1, i, i, i, i, 0, 5, i, -2
O=C1S/C(=C\c2ccc(N3CCOCC3)o2)C(=O)N1Cc1c(F)cccc1Cl
→ i, -6, 1, i, i, i, i, 2, 3, i, -4
CC(C)c1ccc(/C=N/NC(=O)CN(c2cccc(Cl)c2Cl)S(C)(=O)=O)cc1
→ i, -9, 1, i, i, i, i, -5, 0, i, 1
COc1ccc(CCNC(=O)CN2CCOc3ccccc32)cc1OC
→ i, -7, -29, i, i, i, i, 2, -1, i, -8
CC1(C)C2C/C(=N\O)C(C)(/[N+]([O-])=C/c3cccc([N+](=O)[O-])c3)CC21 (configuration not stated)
→ i, -1, -3, i, i, i, i, 2, -1, i, 2
CCN(Cc1cnn(C)c1)C(=O)c1cc(COc2ccc(F)cc2F)on1
→ i, -18, -1, i, i, i, i, /, -2, i, 1
CN(CC(=O)Nc1ccc(F)c(F)c1F)C1CCCCC1
→ i, -10, -1, i, i, i, i, -2, -1, i, 3
CNC(=O)/C=C1\NC(C)(C)Cc2c1ccc1ccccc21
→ i, -1, 2, i, i, i, i, -1, 1, i, 20
Cn1ccnc1C(=O)c1ccc(N)cc1
→ i, -1, -2, i, i, i, i, 3, -3, i, 1
Cc1ccn(C(C)CC(=O)N2CCc3ccccc32)n1 (configuration not stated)
→ i, -7, -1, i, i, i, i, 0, 0, i, -3
Oc1ccc(Cc2ncc(C(F)(F)F)cc2Cl)cc1
→ i, -4, -1, i, i, i, i, 7, 0, i, -3

Random excerpt: 2 records from the list.
Values run as follows: KCNQ1 inh, hERG rescue, GSK3B inh, KCNQ1 pot, PolyA inh, RGS4 act, KCNK3 block, HDAC3 inhib, GSK3 alpha inh, KCNK9 block, DYRK1A inh
O=C(CCOc1ccccc1)Nc1cccc([N+](=O)[O-])c1
→ i, -3, 2, i, i, i, i, -4, -2, i, 5
CC1CC2=C(C(=O)O1)C(c1ccc(Cl)cc1)Nc1ccccc1N2 (configuration not stated)
→ i, -5, 2, i, i, i, i, 9, -2, i, -5

(further entries)
Values run as follows: KCNQ1 inh, hERG rescue, GSK3B inh, KCNQ1 pot, PolyA inh, RGS4 act, KCNK3 block, HDAC3 inhib, GSK3 alpha inh, KCNK9 block, DYRK1A inh
CCOC(=O)c1c(NC(=S)NC(C)=O)sc(C)c1C
→ i, -6, -1, i, i, i, i, -1, -2, i, 1
CC1=NC(C)(C)Cc2ccccc21
→ i, -14, 0, i, i, i, i, -2, -1, i, -4
O=C(Nc1ncc2c(n1)CC(c1ccc(Cl)cc1)CC2=O)c1ccco1 (configuration not stated)
→ i, -7, 0, i, i, i, i, 3, 1, i, -6
Cc1onc(-c2ccccc2)c1C(=O)Nc1nc(-c2cc(F)ccc2F)cs1
→ i, -19, 2, i, i, i, i, -4, -1, i, 0
CC(C)(C)c1nnc(NC(=O)CS(=O)(=O)Cc2ccccc2)s1
→ i, -8, 3, i, i, i, i, -6, -3, i, -2
O=C(NC1CCCCC1)[C@H](CSCc1ccccc1)N1Cc2ccccc2C1=O
→ i, -8, 3, i, i, i, i, 17, -2, i, 2
CC(C)OC(=O)CN1CCN(C2c3ccccc3-c3ccccc32)CC1
→ i, -6, -1, i, i, i, i, 6, 1, i, 1
CC1CCCN(c2nc3ccccc3nc2C(C#N)S(=O)(=O)c2ccccc2)C1 (configuration not stated)
→ i, -6, 2, i, i, i, i, 1, -1, i, 0
O=S(=O)(c1cccc2cccnc12)N1CCN(c2ccccc2)CC1
→ i, -17, -3, i, i, i, i, -3, 5, i, 1
CC(=O)Nc1ccc(S(=O)(=O)NCC(=O)NC(C)c2ccc(S(N)(=O)=O)cc2)cc1 (configuration not stated)
→ i, -6, 2, i, i, i, i, -5, -1, i, -9

Quoted from the listing:
Entry for CC(C)OC(=O)CN1CCN(C2c3ccccc3-c3ccccc32)CC1 under DYRK1A inh: 1
Entry for O=S(=O)(c1cccc2cccnc12)N1CCN(c2ccccc2)CC1 under HDAC3 inhib: -3
Entry for CC(=O)Nc1ccc(S(=O)(=O)NCC(=O)NC(C)c2ccc(S(N)(=O)=O)cc2)cc1 (configuration not stated) under DYRK1A inh: -9

Next part:
Values run as follows: KCNQ1 inh, hERG rescue, GSK3B inh, KCNQ1 pot, PolyA inh, RGS4 act, KCNK3 block, HDAC3 inhib, GSK3 alpha inh, KCNK9 block, DYRK1A inh
C/C(=N\NC(=O)c1cccs1)C(C)(C)C
→ i, -2, -3, i, i, i, i, -1, 2, i, 4
O=C1C(c2ccc(F)cc2)N(Cc2ccc3c(c2)OCO3)C(=O)CN1C1CCCCCC1 (configuration not stated)
→ i, -9, -1, i, i, i, i, 1, 0, i, 13
COc1ccc(CCNC(=O)Cc2ccc(C)cc2)cc1OC
→ i, 3, -4, i, i, i, i, 3, /, i, -14
NC(N)=NC(=S)Nc1ccc(Cl)cc1
→ i, -5, -5, i, i, i, i, 1, -1, i, 0
O=[N+]([O-])c1ccccc1OCCOc1ccccc1[N+](=O)[O-]
→ i, -2, 6, i, i, i, i, -4, -1, i, 1
CCOc1ccccc1C(=O)OCC(=O)NCCNC(=O)COC(=O)c1ccccc1OCC
→ i, -9, 3, i, i, i, i, -3, -1, i, -7
O=C(NCC1CCCO1)Nc1ccc2c(c1)OCO2 (configuration not stated)
→ i, -4, -2, i, i, i, i, -7, /, i, -2
Cc1c(C(=O)Nc2ccccc2)sc2nc3n(c(=O)c12)CCCCC3
→ i, -5, 2, i, i, i, i, 6, 6, i, /
O=C(Oc1ccc(C(=S)N2CCCCC2)cc1)c1ccccc1F
→ i, -9, -8, i, i, i, i, -6, -1, i, -1

Structures above with a nitro group on carbon (four):
Values run as follows: KCNQ1 inh, hERG rescue, GSK3B inh, KCNQ1 pot, PolyA inh, RGS4 act, KCNK3 block, HDAC3 inhib, GSK3 alpha inh, KCNK9 block, DYRK1A inh
O=C(CCOc1ccccc1)Nc1cccc([N+](=O)[O-])c1
→ i, -3, 2, i, i, i, i, -4, -2, i, 5
Cc1ccc(S(=O)(=O)N/N=C/c2ccccc2O)cc1[N+](=O)[O-]
→ i, -7, 6, i, i, i, i, 1, -7, i, 0
CC1(C)C2C/C(=N\O)C(C)(/[N+]([O-])=C/c3cccc([N+](=O)[O-])c3)CC21 (configuration not stated)
→ i, -1, -3, i, i, i, i, 2, -1, i, 2
O=[N+]([O-])c1ccccc1OCCOc1ccccc1[N+](=O)[O-]
→ i, -2, 6, i, i, i, i, -4, -1, i, 1

Not all compounds are listed; count on the stated rates, not on these rows.
